High-throughput results as filed in PubChem BioAssay.
Yp Topo-I inh: blocks Yersinia pestis topoisomerase I activity | Y. pestis Topo-I cleavage product accumulation, plate reader | activity, % at 10 µM | 0.064% of 360,000 active | AID 504884; in the data active = activity above about 50%, passing the limit was not always enough; inconclusive = no clear call, values can overlap the other calls; also: inactives centre near 2
CCHF vOTU inh: CCHFV vOTU protease inhibition | 0.55% of 370,000 active | AID 651958 | inhibition, % at 11.5 µM | Pep-AMC fluorescence; in the data active = inhibition above about 30%; also: 0% = vehicle wells with enzyme and 100% = no enzyme wells
Anthrax LF inh2: blocks Bacillus anthracis lethal factor protease; P15917; multiplex microsphere protease cleavage assay, LF; inhibition, % at 10 µM; 0.12% of 360,000 active; also: plate controls were buffer without enzyme for full effect and enzyme alone for no effect
BH1578 lux ind: induces V. cholerae light production without autoinducers; AID 588436; V. cholerae BH1578 lux reporter, luminescence, 6 h; activation, % at 18.7 µM; 0.16% of 350,000 active; in the data active = activation mostly above about 9.7%, no sharp cut-off; inconclusive = no clear call, values can overlap the other calls; inactive = mostly below about 3.7%; also: not every result past the cut was called active; inactives centre near 0; reference of the scale not given here
PriA SSB inh: inhibitors of Klebsiella pneumoniae PriA binding to SSB C-terminal tail; inhibition, % at 33 µM; 0.6% of 430,000 active; AlphaScreen SSBct-PriA binding, biotinylated peptide; in the data active = inhibition mostly above about 37%, no sharp cut-off; inactive = mostly below about 20%;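 also: plate controls were negative control peptide for no effect and reference peptide for full effect; strong numbers were not always called active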
DUSP3 inh: inhibitors of human VHR1 phosphatase (DUSP3) | recombinant VHR phosphatase, pNPP absorbance | P51452 | AID 1654 | 0.52% of 290,000 active | inhibition, % at 13.3 µM; in the data active = inhibition above about 50%; also: some compounds called inactive have numbers as strong as hits
BoNT-A LC inh2: BoNT A light chain protease inhibition | multiplex microsphere protease substrate cleavage, flow cytometry | inhibition, % at 10 µM | 0.17% of 360,000 active | AID 588499; also: plate controls were buffer without enzyme for full effect and enzyme alone for no effect
TcdB GH inh: TcdB glycohydrolase inhibition | TcdB glycohydrolase enzymatic assay, plate reader | inhibition, % at 9.99 µM | 0.24% of 350,000 active | AID 652162; in the data active = inhibition above about 10%
Target sequence (P18177 whole entry, looked up): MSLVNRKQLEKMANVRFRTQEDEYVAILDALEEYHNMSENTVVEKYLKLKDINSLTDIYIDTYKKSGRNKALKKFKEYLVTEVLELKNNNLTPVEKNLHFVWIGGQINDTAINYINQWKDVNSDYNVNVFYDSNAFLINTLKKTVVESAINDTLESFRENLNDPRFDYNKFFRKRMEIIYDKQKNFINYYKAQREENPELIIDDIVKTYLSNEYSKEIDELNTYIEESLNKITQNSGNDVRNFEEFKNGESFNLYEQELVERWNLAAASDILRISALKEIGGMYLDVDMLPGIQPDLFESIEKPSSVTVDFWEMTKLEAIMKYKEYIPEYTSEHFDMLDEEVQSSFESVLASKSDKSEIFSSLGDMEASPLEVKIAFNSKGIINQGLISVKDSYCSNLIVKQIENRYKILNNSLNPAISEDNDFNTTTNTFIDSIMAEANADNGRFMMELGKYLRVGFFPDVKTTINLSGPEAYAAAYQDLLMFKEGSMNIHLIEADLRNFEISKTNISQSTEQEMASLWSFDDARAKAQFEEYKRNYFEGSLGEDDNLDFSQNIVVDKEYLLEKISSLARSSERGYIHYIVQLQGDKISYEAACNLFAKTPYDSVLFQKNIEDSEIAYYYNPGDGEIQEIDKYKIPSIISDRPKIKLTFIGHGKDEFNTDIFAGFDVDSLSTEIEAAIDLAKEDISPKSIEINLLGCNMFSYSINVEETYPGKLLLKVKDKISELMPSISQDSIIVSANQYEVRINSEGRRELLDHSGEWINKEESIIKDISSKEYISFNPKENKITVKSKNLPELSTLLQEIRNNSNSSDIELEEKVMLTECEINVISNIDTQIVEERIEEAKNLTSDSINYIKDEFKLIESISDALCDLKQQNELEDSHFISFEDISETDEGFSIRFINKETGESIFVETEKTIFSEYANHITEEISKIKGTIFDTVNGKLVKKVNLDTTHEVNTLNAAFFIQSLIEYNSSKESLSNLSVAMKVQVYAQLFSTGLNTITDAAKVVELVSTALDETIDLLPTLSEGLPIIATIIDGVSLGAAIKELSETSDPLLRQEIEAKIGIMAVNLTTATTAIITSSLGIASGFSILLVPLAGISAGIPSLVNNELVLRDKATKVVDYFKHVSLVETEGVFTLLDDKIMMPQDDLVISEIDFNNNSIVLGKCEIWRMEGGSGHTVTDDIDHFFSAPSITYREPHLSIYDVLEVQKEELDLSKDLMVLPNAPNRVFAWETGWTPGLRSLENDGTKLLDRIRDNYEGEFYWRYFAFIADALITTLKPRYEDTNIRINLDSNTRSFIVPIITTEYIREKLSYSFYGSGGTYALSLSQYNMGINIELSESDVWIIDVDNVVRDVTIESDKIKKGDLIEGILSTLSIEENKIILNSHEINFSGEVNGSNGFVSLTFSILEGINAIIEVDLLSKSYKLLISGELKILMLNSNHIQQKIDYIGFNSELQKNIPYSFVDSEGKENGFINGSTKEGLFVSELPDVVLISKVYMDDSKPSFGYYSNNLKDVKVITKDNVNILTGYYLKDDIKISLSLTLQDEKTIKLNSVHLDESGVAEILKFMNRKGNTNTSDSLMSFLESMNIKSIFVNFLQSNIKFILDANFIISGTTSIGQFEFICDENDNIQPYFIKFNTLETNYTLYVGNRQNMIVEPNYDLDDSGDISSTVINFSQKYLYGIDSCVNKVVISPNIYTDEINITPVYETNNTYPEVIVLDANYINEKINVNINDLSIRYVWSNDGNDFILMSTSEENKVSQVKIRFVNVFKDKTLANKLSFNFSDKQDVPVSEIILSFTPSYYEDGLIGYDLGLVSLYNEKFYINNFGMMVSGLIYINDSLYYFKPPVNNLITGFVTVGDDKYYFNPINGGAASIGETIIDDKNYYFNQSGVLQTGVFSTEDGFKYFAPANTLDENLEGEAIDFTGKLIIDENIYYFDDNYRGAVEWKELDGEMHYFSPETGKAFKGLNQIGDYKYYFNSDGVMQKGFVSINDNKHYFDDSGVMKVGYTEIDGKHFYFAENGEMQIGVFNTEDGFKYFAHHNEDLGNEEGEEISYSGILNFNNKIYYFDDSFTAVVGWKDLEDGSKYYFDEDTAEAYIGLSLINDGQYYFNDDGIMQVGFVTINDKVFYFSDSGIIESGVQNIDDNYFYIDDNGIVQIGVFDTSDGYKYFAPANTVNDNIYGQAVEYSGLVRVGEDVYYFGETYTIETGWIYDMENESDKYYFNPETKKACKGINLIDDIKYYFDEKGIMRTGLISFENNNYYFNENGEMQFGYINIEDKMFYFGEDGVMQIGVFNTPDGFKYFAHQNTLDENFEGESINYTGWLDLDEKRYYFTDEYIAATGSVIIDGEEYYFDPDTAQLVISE
PfHsp40 yeast: rescue of PfHsp40-mediated yeast toxicity; S. cerevisiae expressing PfHsp40, growth rescue, ATP luminescence; 0.68% of 340,000 active; growth rescue, % at 12.5 µM; in the data active = growth rescue above about 28%, passing the limit was not always enough; inconclusive = no clear call, values can overlap the other calls;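 also: yeast W303a lacking pdr1 and pdr3 grown in galactose medium; growth measured after three days at 30 °C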
SARS 3CLpro inh: SARS-CoV 3CLpro protease inhibition; P0C6X7; recombinant SARS-CoV 3CLpro, quenched FRET peptide cleavage; inhibition, % at 6 µM; 0.14% of 290,000 active; in the data active = inhibition above about 12%
The depositor's hits bear a star; i = inactive; ? = inconclusive; · = no result given. Rule as the data show it, unless noted: active = inhibition above about 30%; inconclusive = no clear call, values can overlap the other calls; inactive = below that.

SMILES	Yp Topo-I inh	CCHF vOTU inh	Anthrax LF inh2	BH1578 lux ind	PriA SSB inh	DUSP3 inh	BoNT-A LC inh2	TcdB GH inh	PfHsp40 yeast	SARS 3CLpro inh
O=C(O)C1CC=CCC1C(=O)NCCc1cccc(Cl)c1 (stereo unspecified)	-6.6	·	2.3	-3.7	-14.4	28.5	-0.2	·	-2.4	-0.8
O=C(CC1NCCc2ccccc21)Nc1ccc(Oc2ccccc2)cc1 (stereo unspecified)	-17.3	0.7	-2.0	-0.5	2.1	23.8	-0.4	1.1	-1.5	1.0
Cc1ccc(NC(=O)CC2NCCN(Cc3ccccc3)C2=O)cc1 (stereo unspecified)	6.9	0.3	3.5	-0.6	-1.5	10.1	0.9	-1.1	-0.6	-3.2
CCN(CC)S(=O)(=O)c1ccc(-c2csc(C)n2)s1	-1.7	1.0	·	-1.6	-13.7	22.8	·	0.5	0.7	1.9
O=C(O)c1ccc(Nc2nc(-c3ccccc3)cs2)cc1	-1.7	10.6	2.3	-3.6	5.5	22.3	-0.8	0.2	-1.3	5.3
CC(=O)Nc1ccc(SC[C@H](CC(C)C)N2CCN(CCc3ccccc3)CCC2=O)cc1	29.8	12.6	2.0	i	-4.5	22.5	0.2	-3.9	-0.7	·
Cc1ccc(NC(=O)c2ncn[nH]2)cc1	1.0	1.5	-0.1	-0.2	7.5	9.1	0.1	1.4	-1.1	0.0
CCN(CC(=O)Nc1c(F)cccc1F)C(=O)c1ccc(S(=O)(=O)N(CC)c2ccccc2)cc1	12.7	-0.8	0.8	-0.3	-2.0	·	0.3	2.4	0.6	·
O=C(Cn1ncc2c([nH]c3ccccc32)c1=O)Nc1ccc(CN2CCCCC2)cc1	2.0	·	3.3	-6.7	-5.2	7.8	4.1	·	0.1	-3.1
CCCC(=O)NCCCCNC(=O)CCC	-0.1	-7.4	-1.0	i	-15.6	20.9	0.3	·	-0.2	-1.7
COc1ccc(N2CCN(C(=O)c3ccc(CS(=O)c4cccc(C)c4)o3)CC2)cc1 (stereo unspecified)	12.9	3.0	0.9	i	0.9	-18.6	0.0	0.5	0.7	-5.5
Cn1nc(-c2ccc(C(=O)N3CCN(CCO)CC3)cc2)c2ccccc2c1=O	-5.0	-6.3	-0.8	i	-15.7	24.3	?	·	0.4	-2.3
CN1CCN(C(c2cccc(Cl)c2)c2ccccc2Cl)CC1 (stereo unspecified)	3.9	6.0	0.0	i	-3.9	1.7	-1.9	0.0	0.3	0.1
CCOCc1nc(N)[nH]c(=O)c1Cc1ccc(OC(C)C)cc1	8.9	-0.2	-7.1	i	-26.3	13.2	-0.5	·	0.3	0.7
Cc1ccc(NC(=O)CSc2nnc(C3COc4ccccc4O3)o2)c(Cl)c1 (stereo unspecified)	-14.6	-14.4	-2.6	-1.0	-1.9	10.6	-0.4	-0.7	0.0	7.7
CCOc1cc(S(=O)(=O)NCc2ccccc2)ccc1Br	17.7	3.8	-2.0	i	-7.8	9.0	-0.5	2.0	0.7	1.6
Cc1ccc(Cn2nc(C)c(NC(=O)CCCn3nc([N+](=O)[O-])c(Cl)c3C)c2C)cc1	11.0	-1.9	0.7	-0.4	-1.3	17.0	0.9	·	0.2	1.8
CC(=O)c1cccc(NC(=O)CC(C)n2ccnc2)c1 (stereo unspecified)	2.6	-12.9	2.3	-12.9	-4.2	-19.5	1.3	0.5	-0.2	-4.9
CSc1ncccc1C(=O)OCC(=O)c1ccc(Cl)s1	-8.3	21.9	5.4	-0.3	·	·	0.1	-9.4	·	·
O=C(COc1cc(F)ccc1[N+](=O)[O-])N1N=C(c2cccs2)CC1c1ccco1 (stereo unspecified)	24.0	4.5	-7.3	-2.5	10.4	·	1.2	1.1	1.2	·
COCCNC(=O)CN1C(=O)NC2(CCOc3ccccc32)C1=O (stereo unspecified)	-0.5	6.7	-11.3	-0.5	4.1	30.7	-2.5	0.3	1.1	2.1
Cc1cc(C(=O)CSc2nnnn2-c2ccc(Cl)cc2)c(C)n1CC1CCCO1 (stereo unspecified)	3.1	-0.7	-9.1	-3.3	0.2	-4.4	-2.8	·	0.6	-2.3
COCCn1cnnc1SCC(=O)Nc1sccc1C(N)=O	-8.8	-5.2	-1.6	0.7	-3.1	6.9	0.1	1.4	-1.3	1.0
Cn1c(=O)c(/C=C/c2ccc(F)cc2)nc2ccccc21	9.4	9.7	16.3	-1.3	-15.6	29.6	32.6*	-0.8	-0.6	-2.6
COc1ccc(COCC(O)CN2CC(C)OC(C)C2)cc1OC (stereo unspecified)	-8.6	-4.9	-4.1	i	5.9	22.8	2.8	0.5	-0.5	-3.3
Other structures:
SMILES	Yp Topo-I inh	CCHF vOTU inh	Anthrax LF inh2	BH1578 lux ind	PriA SSB inh	DUSP3 inh	BoNT-A LC inh2	TcdB GH inh	PfHsp40 yeast	SARS 3CLpro inh
CC(=O)c1ccc(NC(=O)[C@@]2(CC(=O)O)CC(/C=C/c3ccccc3)=NO2)cc1	2.9	-10.6	3.4	-1.4	-19.1	14.6	-0.3	-1.3	-0.7	-1.2
NC(=O)CC(NC(=O)Cc1ccc(Br)cc1)c1ccc(NC2CCC2)c([N+](=O)[O-])c1 (stereo unspecified)	31.9	-3.7	-1.5	0.3	-7.7	11.2	0.3	1.7	-0.7	·
CCOC(=O)c1[nH]cnc1N=Nc1c(O)ccc2ccccc12	-5.5	-9.2	-2.4	3.3	6.0	-11.3	-0.3	·	-1.4	1.6
CC1CC(C)CN(C(=O)c2cccc(S(=O)(=O)N(C)c3ccccc3)c2)C1 (stereo unspecified)	27.4	-3.1	?	-0.6	0.9	·	13.2	2.0	0.0	·
CN(C)C(=O)c1cccc(-c2cccc(-c3nc(C(=O)NCc4ccccc4)cc4c3[C@H](CCO)N(S(=O)C(C)(C)C)C4)c2)c1 (stereo partly specified)	·	10.5	2.9	·	·	·	-0.1	0.1	·	·
CN(C)c1ccc(S(=O)(=O)NCC(=O)NCCC2=CCCCC2)cc1[N+](=O)[O-]	6.9	21.3	1.9	i	6.8	·	0.1	3.5	0.5	·
C=CCn1c(SCc2nc3ccccc3[nH]2)nnc1-c1ccncc1	4.3	-9.3	5.8	-1.0	-7.2	16.6	4.2	·	0.9	-2.3
COc1ccc(C(=O)N/N=C/c2cccc3cccnc23)cc1	-6.3	5.8	0.5	i	·	20.0	-0.2	·	-1.0	-2.5
C[C@@H](OC(=O)N1CCCCC1)[C@H]1O[C@]2(C)CCCC[C@H]1O2	9.1	15.0	-4.8	-1.3	-2.8	·	0.7	-1.3	-0.4	·
CC(C)=C(NC(=O)c1ccccc1)C(=O)NCCCC(=O)O	9.2	-13.8	-5.4	-0.5	-22.1	5.0	-0.4	-0.1	-2.1	4.0
COc1ccc(CCn2c(=N)c(S(=O)(=O)c3ccc(C)cc3)cc3c(=O)n4ccccc4nc32)cc1	-3.1	10.1	-1.1	0.5	-9.7	-13.6	2.4	1.1	-0.7	4.7
Cc1cccn2c(CN(C)CC3CCCCO3)c(C(=O)N3CCCCC3)nc12 (stereo unspecified)	13.2	-2.6	4.7	-1.0	-0.2	0.4	0.4	1.1	-1.0	-5.2
COc1ccc(CC(=O)Nc2ccccc2C(=O)N2CCOCC2)cc1	-1.7	-15.8	-0.6	i	-6.4	-8.3	1.7	·	-1.4	-3.5
CC1=Nc2ccccc2/C1=C/c1c(O)[nH]c(=O)[nH]c1=O	1.8	-9.4	18.1	-0.6	·	-19.7	17.6	-0.6	-1.5	-4.5
CCN1CCN(c2ncc(C(=O)Nc3cc(Cl)ccc3OC)c3ccccc23)CC1	10.1	2.6	5.3	-0.3	5.2	1.8	-0.7	·	0.4	0.6
Cc1ccc(S(=O)(=O)N2CCC(CN3C(=O)c4cccc5cccc(c45)C3=O)CC2)cc1	27.3	14.1	0.1	i	-14.2	23.5	0.8	·	-1.0	3.0
CCCCn1nnnc1C(c1cc2ccccc2o1)N1CCN(CCN(C)C)CC1 (stereo unspecified)	·	-7.0	0.3	·	·	·	-0.3	1.6	·	·
CCOC(=O)C1CCN(C2=NC(=O)/C(=C/c3ccc(OC)c(OC)c3)S2)CC1	11.0	1.4	-16.1	-0.6	4.5	·	0.5	1.0	1.6	-3.9
O=C(CCCc1c[nH]c2ccccc12)NCc1cccs1	0.0	0.5	0.6	-0.5	6.3	4.7	0.5	-0.6	0.3	0.6
CC(C)(C)[C@@H]1COC(=O)[C@H](Cc2ccc(F)cc2)C/C=C\C[C@@H](CC(=O)N(CCO)Cc2ccccc2)C(=O)N1	8.5	13.2	-7.5	-0.5	-1.1	·	-1.3	2.3	4.1	·
COc1ccc(/C=C(\NC(=O)c2ccccc2)C(=O)N2CCCCC2)cc1OC	2.7	-2.1	-11.0	-0.9	-21.0	-3.8	-1.2	0.9	-0.5	1.1
CCOc1cc(/C=C2\SC(=N)N(c3nonc3N)C2=O)ccc1OCCN1CCOCC1	-7.4	8.0	-4.9	-0.3	-3.7	29.7	0.1	0.6	-0.2	-4.9
O=C(N/N=C/c1ccccc1)c1[nH]ncc1Br	8.7	9.8	3.6	-0.4	·	11.0	2.5	-0.8	0.2	4.9
O=C(COc1ccc([N+](=O)[O-])cc1)N(C1CCCCC1)C1CCS(=O)(=O)C1 (stereo unspecified)	-2.5	5.3	·	i	-10.3	·	·	2.7	-1.2	·
COCCCN(CCNC(=O)c1ccc(NC2=NC3CS(=O)(=O)CC3S2)cc1)Cc1ccco1 (stereo unspecified)	4.7	3.9	7.3	-0.2	-4.7	5.5	-0.5	0.1	0.8	-3.5
Cc1occc1C(=O)Nc1cccnc1	5.8	-4.8	-2.3	-16.7	-15.4	2.9	-0.5	·	-0.8	0.6
Cc1cc(NS(=O)(=O)c2ccc(NC(=O)c3ccc(Cl)cc3[N+](=O)[O-])cc2)no1	0.0	-0.4	-1.2	-0.6	-5.6	4.4	2.9	1.2	-1.1	0.1

Filtered by structure, the compounds so far with an NH in an aromatic ring (eight)
SMILES	Yp Topo-I inh	CCHF vOTU inh	Anthrax LF inh2	BH1578 lux ind	PriA SSB inh	DUSP3 inh	BoNT-A LC inh2	TcdB GH inh	PfHsp40 yeast	SARS 3CLpro inh
Cc1ccc(NC(=O)c2ncn[nH]2)cc1	1.0	1.5	-0.1	-0.2	7.5	9.1	0.1	1.4	-1.1	0.0
O=C(Cn1ncc2c([nH]c3ccccc32)c1=O)Nc1ccc(CN2CCCCC2)cc1	2.0	·	3.3	-6.7	-5.2	7.8	4.1	·	0.1	-3.1
CCOCc1nc(N)[nH]c(=O)c1Cc1ccc(OC(C)C)cc1	8.9	-0.2	-7.1	i	-26.3	13.2	-0.5	·	0.3	0.7
CCOC(=O)c1[nH]cnc1N=Nc1c(O)ccc2ccccc12	-5.5	-9.2	-2.4	3.3	6.0	-11.3	-0.3	·	-1.4	1.6
C=CCn1c(SCc2nc3ccccc3[nH]2)nnc1-c1ccncc1	4.3	-9.3	5.8	-1.0	-7.2	16.6	4.2	·	0.9	-2.3
CC1=Nc2ccccc2/C1=C/c1c(O)[nH]c(=O)[nH]c1=O	1.8	-9.4	18.1	-0.6	·	-19.7	17.6	-0.6	-1.5	-4.5
O=C(CCCc1c[nH]c2ccccc12)NCc1cccs1	0.0	0.5	0.6	-0.5	6.3	4.7	0.5	-0.6	0.3	0.6
O=C(N/N=C/c1ccccc1)c1[nH]ncc1Br	8.7	9.8	3.6	-0.4	·	11.0	2.5	-0.8	0.2	4.9

Not all compounds are listed; the hit share may differ from the screen's.
